Compound activity: PubChem, several laboratories
IMP-1 inh: blocks Pseudomonas aeruginosa IMP-1 metallo-beta-lactamase; purified IMP-1, nitrocefin hydrolysis, epi-absorbance fluorescence; inhibition, % at 5.6 µM; 290,000 tested, 0.45% active; AID 1556;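 active = inhibition above the mean plus 3 SD of all compounds in the same screening run, cut at about 4.5% in these data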;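 note: 0% = IMP-1 with DMSO and 100% = DMSO wells lacking enzyme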
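Assay system: purified IMP-1; Quantity: IMP-1 0.2 nM before substrate addition; Medium: HEPES buffer pH 7.1 with ZnSO4 and Brij 35; Incubation: 15 min enzyme–compound preincubation, then 25 min nitrocefin reaction, 25 °C; Signal: fluorescence quenching readout, ex 480/em 530 nm; Controls: DMSO with and without IMP-1; Repeats: singlicate testing.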
GPR7 antag: human neuropeptides B/W receptor 1 antagonism. P48145. GPR7-expressing cells, fluorescence antagonist assay. 290,000 tested, 1.1% active. AID 1861. inhibition, % at 4.4 µM; in the data active = inhibition above about 16%, passing the limit was not always enough;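 note: cells stimulated with the agonist NPW; 0% = agonist with vehicle and 100% = vehicle without agonist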
DNA FID counter: counter-screen for HCV NS3 helicase inhibitors: DNA intercalator displacement. 290,000 tested, 0.17% active. DNA fluorescent intercalator displacement, fluorescence. inhibition, % at 7.9 µM. AID 1845; in the data active = inhibition above about 37%;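 note: 0% = vehicle and 100% = reference compound; higher means more ethidium bromide displaced from hairpin DNA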
GalR3 antagonist: human GalR3 antagonism | O60755 | HEK293 GalR3-CNG cAMP membrane potential fluorescence; galR3 body fused to GalR1 C-terminus | inhibition, % at 3 µM | 360,000 tested, 0.44% active;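 active = inhibition above the screen-wide average plus 3 SD, cut at about 13% in these data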;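 note: forskolin and galanin both at EC90 stimulate the cells; cAMP rise reported by CNG channel membrane potential dye signal; 0% = forskolin plus galanin with DMSO and 100% = forskolin alone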
Target sequence (O60755 1-299 limits assumed): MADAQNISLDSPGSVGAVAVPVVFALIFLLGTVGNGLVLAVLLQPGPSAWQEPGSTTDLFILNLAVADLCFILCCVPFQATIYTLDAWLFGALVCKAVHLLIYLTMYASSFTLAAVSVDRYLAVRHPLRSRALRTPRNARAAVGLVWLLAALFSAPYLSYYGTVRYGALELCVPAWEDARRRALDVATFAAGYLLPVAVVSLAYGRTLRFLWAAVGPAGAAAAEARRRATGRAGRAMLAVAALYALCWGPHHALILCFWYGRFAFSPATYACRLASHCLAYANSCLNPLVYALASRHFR
PHOSPHO1 block: blocks human PHOSPHO1 phosphatase activity. Q8TCT1. recombinant PHOSPHO1, absorbance phosphatase assay. inhibition, % at 13.3 µM. 290,000 tested, 1.1% active. AID 1565; in the data active = inhibition above about 60%
VIM-2 inh: inhibitors of Pseudomonas aeruginosa VIM-2 metallo-beta-lactamase; inhibition, % at 5.6 µM; AID 1527; purified VIM-2, nitrocefin hydrolysis, epi-absorbance fluorescence; 290,000 tested, 0.89% active;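 active = inhibition above the mean of all tested compounds plus 3 SD, cutoff set per screening run, cut at about 7.5% in these data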;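 note: red hydrolysis product quenches plate fluorescence so inhibitors raise well fluorescence; 0% = enzyme with DMSO and 100% = DMSO without enzyme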
V1R ag counter: V1a receptor agonism, counter-screen for OXTR agonists | P37288 | CHO-V1R cells, Fluo-8 calcium fluorescence, agonist mode; 0% DMSO, 100% 3 nM vasopressin | activation, % at 3 µM | 320,000 tested, 0.25% active;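 active = activation above the mean activation of all tested compounds plus 3 SD, per screening run, cut at about 20% in these data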;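 note: signal is peak over basal fluorescence ratio across a 100 second FLIPR read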
Target sequence (P37288 whole entry, looked up): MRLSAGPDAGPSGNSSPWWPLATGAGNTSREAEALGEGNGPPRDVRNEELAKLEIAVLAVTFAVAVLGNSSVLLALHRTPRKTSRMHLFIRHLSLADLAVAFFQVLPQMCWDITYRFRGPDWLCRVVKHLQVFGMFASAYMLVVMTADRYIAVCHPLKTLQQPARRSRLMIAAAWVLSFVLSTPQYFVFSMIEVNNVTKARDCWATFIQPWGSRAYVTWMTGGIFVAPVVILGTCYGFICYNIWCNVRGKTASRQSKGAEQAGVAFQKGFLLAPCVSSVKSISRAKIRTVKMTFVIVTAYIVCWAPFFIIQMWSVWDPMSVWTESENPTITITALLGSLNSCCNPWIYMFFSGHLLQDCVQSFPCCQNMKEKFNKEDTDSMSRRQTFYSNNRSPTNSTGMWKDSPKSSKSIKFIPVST
NS3 helicase inh: HCV NS3 helicase inhibition; NS3 helicase DNA unwinding, Cy5 molecular beacon fluorescence; inhibition, % at 10.9 µM; 290,000 tested, 0.56% active;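 active = inhibition above the mean of all tested compounds plus 3 SD, set per campaign, cut at about 35% in these data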;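 note: 0% = DMSO wells and 100% = thioflavine S control wells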
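System: HCV NS3 helicase fragment; control set: DMSO and thioflavine S; technique: Cy5 fluorescence at 0 and 60 min, beacon hairpin quenching; reagent: beacon DNA duplex substrate plus ATP; replicates: singlicate; schedule: 1 h reaction at 25 °C, ATP-initiated; medium: MOPS buffer pH 6.5 with MgCl2, DTT, Tween20, BSA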
OXTR ag: activates the human oxytocin receptor; CHO-OTR cells, Fluo-8 calcium fluorescence; normalized: DMSO 0%, oxytocin 100%; activation, % at 3 µM; 320,000 tested, 0.32% active;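 active = activation above the mean of all tested compounds plus 3 SD, cutoff set per screening run, cut at about 20% in these data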;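 note: peak over basal fluorescence ratio from a 100 s FLIPR kinetic read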
Target sequence (P30559 whole entry, looked up): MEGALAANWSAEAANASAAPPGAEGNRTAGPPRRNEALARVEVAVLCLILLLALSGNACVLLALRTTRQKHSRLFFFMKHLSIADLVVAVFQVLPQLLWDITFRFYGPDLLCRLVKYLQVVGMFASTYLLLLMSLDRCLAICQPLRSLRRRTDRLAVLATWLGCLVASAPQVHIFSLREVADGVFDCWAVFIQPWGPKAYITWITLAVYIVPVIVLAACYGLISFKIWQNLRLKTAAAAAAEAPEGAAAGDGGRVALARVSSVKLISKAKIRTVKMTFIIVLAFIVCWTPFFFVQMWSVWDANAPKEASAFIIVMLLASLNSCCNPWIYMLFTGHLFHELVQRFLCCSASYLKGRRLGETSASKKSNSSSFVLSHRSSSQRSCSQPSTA
Numbers without * were called inactive.

Results for CN(C)N=Nc1ccc2nc[nH]c2c1 ?
IMP-1 inh: -2.5; GPR7 antag: -7.1; DNA FID counter: 1.3; GalR3 antagonist: -1.8; PHOSPHO1 block: -117.3; VIM-2 inh: -0.4; V1R ag counter: 0.9; NS3 helicase inh: -1.8; OXTR ag: 0.1

How did CC1=C(C(=O)N2CCCC(N3CCN(c4cccc(C(F)(F)F)c4)CC3)C2)OCCO1 (stereo unspecified) do in these assays?
IMP-1 inh: -2.2; GPR7 antag: -1.8; DNA FID counter: -20.2; GalR3 antagonist: -4.2; PHOSPHO1 block: 32.8; VIM-2 inh: -2.2; V1R ag counter: 1.9; NS3 helicase inh: -9.5; OXTR ag: -0.7

How did N#CC1(C#N)C(c2ccccc2)OC23CCCCCC2C1(C#N)C(=N)O3 (stereo unspecified) do in these assays?
IMP-1 inh: -4.0; GPR7 antag: -2.1; DNA FID counter: -0.3; GalR3 antagonist: 0.6; PHOSPHO1 block: -3.4; VIM-2 inh: -2.2; V1R ag counter: 1.6; NS3 helicase inh: 4.4; OXTR ag: 1.0

Results for CC(=O)Nc1cccc(Oc2ccc3c(c2)C(=O)NC3=O)c1 ?
IMP-1 inh: -1.8; GPR7 antag: -12.9; DNA FID counter: -5.0; GalR3 antagonist: -9.2; PHOSPHO1 block: 13.9; VIM-2 inh: -0.8; V1R ag counter: -0.1; NS3 helicase inh: 6.6; OXTR ag: -1.4

What do the screens show for `COc1ccccc1CCN=C(N)NS(=O)(=O)c1ccc(F)cc1`?
IMP-1 inh: -2.7; GPR7 antag: 18.8; DNA FID counter: -11.2; GalR3 antagonist: -3.1; PHOSPHO1 block: 28.7; VIM-2 inh: -3.4; V1R ag counter: 1.1; NS3 helicase inh: -7.1; OXTR ag: -0.8

Results for O=C(O)c1cc2ccccc2n1-c1ccccc1 ?
IMP-1 inh: -1.6; GPR7 antag: -9.5; DNA FID counter: -3.8; GalR3 antagonist: -2.0; PHOSPHO1 block: 10.9; VIM-2 inh: -0.1; V1R ag counter: 0.5; NS3 helicase inh: 1.2; OXTR ag: -0.5

What do the screens show for `CCOc1ccc(/C=C/[N+](=O)[O-])c2ccccc12`?
IMP-1 inh: -3.1; GPR7 antag: -9.3; DNA FID counter: -2.8; PHOSPHO1 block: 11.4; VIM-2 inh: -1.2; V1R ag counter: 1.5; NS3 helicase inh: 14.5; OXTR ag: 1.6

How did FC(F)(F)c1cc(-c2ccccc2)nc(-n2cncn2)n1 do in these assays?
IMP-1 inh: -3.6; GPR7 antag: -7.4; DNA FID counter: -4.2; GalR3 antagonist: -3.7; PHOSPHO1 block: 0.1; VIM-2 inh: -0.1; V1R ag counter: -1.0; NS3 helicase inh: 7.2; OXTR ag: -1.7

What do the screens show for `COCCNCC(=O)Nc1ccc(C)c(S(=O)(=O)N2CCCCC2)c1`?
IMP-1 inh: -3.9; GPR7 antag: -0.2; DNA FID counter: 1.4; GalR3 antagonist: -3.9; PHOSPHO1 block: 1.8; VIM-2 inh: -5.2; V1R ag counter: 1.2; NS3 helicase inh: 3.9; OXTR ag: -1.0

Results for Cc1ccccc1N(CC(=O)NCc1ccncc1)S(C)(=O)=O ?
IMP-1 inh: -2.2; GPR7 antag: -10.2; DNA FID counter: 1.5; GalR3 antagonist: -1.3; PHOSPHO1 block: 5.2; VIM-2 inh: -4.0; V1R ag counter: 1.3; NS3 helicase inh: 6.8; OXTR ag: 0.8

How did CCN(CC)CCOCCOc1ccccc1F do in these assays?
IMP-1 inh: -2.2; GPR7 antag: -6.5; DNA FID counter: 1.8; GalR3 antagonist: 4.2; PHOSPHO1 block: 0.5; VIM-2 inh: -0.8; V1R ag counter: -0.1; NS3 helicase inh: 2.5; OXTR ag: 1.2

Results for Nc1nnnn1NCc1cccc(OCc2ccccc2)c1 ?
IMP-1 inh: -5.2; GPR7 antag: 1.2; DNA FID counter: -7.2; GalR3 antagonist: -7.1; PHOSPHO1 block: 17.6; VIM-2 inh: 0.4; V1R ag counter: 5.6; NS3 helicase inh: -1.3; OXTR ag: 6.5

How did COCC1CCN(Cc2c(C(=O)N3CCc4ccccc4C3)nc3ccc(Cl)cn23)C1 (stereo unspecified) do in these assays?
IMP-1 inh: -3.5; GPR7 antag: -12.9; DNA FID counter: -31.9; GalR3 antagonist: 2.2; PHOSPHO1 block: 46.6; VIM-2 inh: -2.5; NS3 helicase inh: 3.8

Results for C=CCn1c(SCC(=O)NCc2ccco2)nc2ccccc2c1=O ?
IMP-1 inh: -5.2; GPR7 antag: 2.9; DNA FID counter: -4.1; GalR3 antagonist: -1.5; PHOSPHO1 block: 16.6; VIM-2 inh: -0.4; V1R ag counter: -0.4; NS3 helicase inh: 1.1; OXTR ag: -1.5

How did O=C(COC(=O)CCC(=O)c1ccc2c(c1)OCCO2)NCc1ccc2c(c1)OCO2 do in these assays?
IMP-1 inh: -1.4; GPR7 antag: -8.6; DNA FID counter: -16.6; GalR3 antagonist: 0.3; PHOSPHO1 block: 0.6; VIM-2 inh: -2.1; V1R ag counter: 4.6; NS3 helicase inh: -10.3; OXTR ag: 1.4

Results for COc1cc2c(cc1OC)C(C)N(C(=O)C(NC(=O)c1ccccc1)C(C)C)CC2 (stereo unspecified) ?
IMP-1 inh: -1.8; GPR7 antag: -5.0; DNA FID counter: -31.5; GalR3 antagonist: -7.0; PHOSPHO1 block: 15.0; VIM-2 inh: -1.9; V1R ag counter: -1.0; NS3 helicase inh: -2.5; OXTR ag: -0.1

How did Cc1cc(NC(=O)CC2CCCC2)ccc1Br do in these assays?
IMP-1 inh: -2.2; GPR7 antag: -1.5; DNA FID counter: -13.7; GalR3 antagonist: -9.7; PHOSPHO1 block: 23.3; VIM-2 inh: -4.9; V1R ag counter: 3.8; NS3 helicase inh: -6.1; OXTR ag: -0.2

Results for COc1cc(-n2c(=O)c3ccccc3n(CC(=O)OCc3ccccc3)c2=O)cc(OC)c1OC ?
IMP-1 inh: -3.8; GPR7 antag: -18.6; DNA FID counter: -3.4; GalR3 antagonist: -0.6; PHOSPHO1 block: -20.5; VIM-2 inh: -1.8; V1R ag counter: 0.1; NS3 helicase inh: 2.3; OXTR ag: -0.1

Results for Cc1ccc2sc(N(CCN(C)C)C(=O)c3ccc4ccccc4c3)nc2c1C ?
IMP-1 inh: -0.2; GPR7 antag: -7.4; DNA FID counter: 14.2; GalR3 antagonist: 1.7; PHOSPHO1 block: 48.8; VIM-2 inh: -0.2; V1R ag counter: 0.8; NS3 helicase inh: -38.6; OXTR ag: 1.3

What do the screens show for `COc1ccc(-c2cc(C(=O)Nc3c(F)cc(F)cc3Br)no2)cc1`?
IMP-1 inh: -1.0; GPR7 antag: -15.7; DNA FID counter: -10.8; GalR3 antagonist: -10.7; PHOSPHO1 block: 27.3; VIM-2 inh: -3.3; V1R ag counter: 0.4; NS3 helicase inh: 1.5; OXTR ag: -0.7

Pulled by structure from above (2):
Results for C=CCn1c(SCC(=O)NCc2ccco2)nc2ccccc2c1=O ?
IMP-1 inh: -5.2; GPR7 antag: 2.9; DNA FID counter: -4.1; GalR3 antagonist: -1.5; PHOSPHO1 block: 16.6; VIM-2 inh: -0.4; V1R ag counter: -0.4; NS3 helicase inh: 1.1; OXTR ag: -1.5

Results for COc1cc(-n2c(=O)c3ccccc3n(CC(=O)OCc3ccccc3)c2=O)cc(OC)c1OC ?
IMP-1 inh: -3.8; GPR7 antag: -18.6; DNA FID counter: -3.4; GalR3 antagonist: -0.6; PHOSPHO1 block: -20.5; VIM-2 inh: -1.8; V1R ag counter: 0.1; NS3 helicase inh: 2.3; OXTR ag: -0.1

Following part
Results for CCOC(=O)C(=N/O)/C(C)=N/NC(C)=O ?
IMP-1 inh: -1.6; GPR7 antag: -7.0; DNA FID counter: -0.8; GalR3 antagonist: 6.3; PHOSPHO1 block: 13.8; VIM-2 inh: -1.9; V1R ag counter: 0.6; NS3 helicase inh: -13.9; OXTR ag: 0.1

Results for COc1ccc(N(C(=O)c2snc(C(N)=O)c2N)C(C(=O)NC2CCCC2)c2ccco2)c(OC)c1 (stereo unspecified) ?
IMP-1 inh: -1.9; GPR7 antag: 4.2; DNA FID counter: -28.9; GalR3 antagonist: -10.3; PHOSPHO1 block: 26.6; VIM-2 inh: -3.2; NS3 helicase inh: -17.2

How did O=C(/C(=N/O)n1cncn1)c1ccccc1Cl do in these assays?
IMP-1 inh: -2.9; GPR7 antag: -12.0; DNA FID counter: -1.2; GalR3 antagonist: -6.7; PHOSPHO1 block: 32.7; VIM-2 inh: -1.6; V1R ag counter: 0.9; NS3 helicase inh: 5.8; OXTR ag: 0.2

How did CCCCOc1ccc(C)cc1CN(CCO)CCO do in these assays?
IMP-1 inh: -5.5; GPR7 antag: -1.6; DNA FID counter: 0.2; GalR3 antagonist: -3.8; PHOSPHO1 block: 29.3; VIM-2 inh: -4.3; V1R ag counter: 0.1; NS3 helicase inh: -3.8; OXTR ag: 0.7

How did CNS(=O)(=O)c1cc(OCC(N)=O)c(C)cc1Cl do in these assays?
IMP-1 inh: 0.9; GPR7 antag: -8.9; DNA FID counter: -3.3; GalR3 antagonist: 0.3; PHOSPHO1 block: -12.9; VIM-2 inh: -3.2; V1R ag counter: 0.4; NS3 helicase inh: -2.8; OXTR ag: 0.0

What do the screens show for `C=CCn1c(SCC(=O)Nc2ccccc2CC)nnc1-c1ccncc1`?
IMP-1 inh: -2.5; GPR7 antag: -9.8; DNA FID counter: -14.5; PHOSPHO1 block: -5.3; VIM-2 inh: -2.3; V1R ag counter: 0.1; NS3 helicase inh: -4.8; OXTR ag: -0.9

Results for CC(C)Cn1c(=S)[nH]c2ccccc2c1=O ?
IMP-1 inh: -0.7; GPR7 antag: -3.8; DNA FID counter: 0.8; GalR3 antagonist: -1.8; PHOSPHO1 block: -21.2; VIM-2 inh: -1.1; V1R ag counter: -0.7; NS3 helicase inh: 10.2; OXTR ag: -2.8

How did O=C(CN1C(=O)c2ccccc2C1=O)N1CCN(c2ccccn2)CC1 do in these assays?
IMP-1 inh: -1.8; GPR7 antag: -9.2; DNA FID counter: -2.1; GalR3 antagonist: -5.0; PHOSPHO1 block: 5.4; VIM-2 inh: -1.9; V1R ag counter: 1.2; NS3 helicase inh: -7.9; OXTR ag: 0.1

How did Cc1ccc2nc(NC(=O)C3CC3C)sc2c1 (stereo unspecified) do in these assays?
IMP-1 inh: -2.9; GPR7 antag: 19.1; DNA FID counter: -7.6; GalR3 antagonist: -11.4; PHOSPHO1 block: 46.2; VIM-2 inh: -3.1; V1R ag counter: 0.7; NS3 helicase inh: 3.1; OXTR ag: -1.3

Results for N#CC(c1ccc(=O)[nH]n1)c1ccc(Cl)cc1Cl (stereo unspecified) ?
IMP-1 inh: -2.5; GPR7 antag: -8.7; DNA FID counter: -7.5; GalR3 antagonist: -3.0; PHOSPHO1 block: 46.4; VIM-2 inh: -2.2; V1R ag counter: 1.2; NS3 helicase inh: 7.2; OXTR ag: 1.3

What do the screens show for `Cc1c(N=NC2=C(O)CC(C)(C)CC2=O)cc2c(c1[N+](=O)[O-])C(C)(C)CC2(C)C`?
IMP-1 inh: -1.7; GPR7 antag: -7.5; DNA FID counter: -4.6; GalR3 antagonist: -1.4; PHOSPHO1 block: 44.6; VIM-2 inh: -0.1; V1R ag counter: 0.8; NS3 helicase inh: -5.0; OXTR ag: 1.0
